Screens as filed in PubChem BioAssay.
FLuc modulator = inhibits or activates purified firefly luciferase, miR-21 counter-screen; P08659; purified FLuc, Km substrates, luminescence inhibition; Potency, µM (doses to about 57.5 µM), without a hit: at the top dose activity change, negative = inhibition, hits mostly inhibitors; hit rate 6.9% among 360,000; AID 588342; active = well fitted inhibition curve with a large enough effect; inconclusive = small, poorly fitted or top-dose-only effect;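 note: plate controls were vehicle for no effect and reference inhibitor for full effect; nearly all actives have a fitted effect of over 55% in size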
Target sequence (P08659 whole entry, looked up): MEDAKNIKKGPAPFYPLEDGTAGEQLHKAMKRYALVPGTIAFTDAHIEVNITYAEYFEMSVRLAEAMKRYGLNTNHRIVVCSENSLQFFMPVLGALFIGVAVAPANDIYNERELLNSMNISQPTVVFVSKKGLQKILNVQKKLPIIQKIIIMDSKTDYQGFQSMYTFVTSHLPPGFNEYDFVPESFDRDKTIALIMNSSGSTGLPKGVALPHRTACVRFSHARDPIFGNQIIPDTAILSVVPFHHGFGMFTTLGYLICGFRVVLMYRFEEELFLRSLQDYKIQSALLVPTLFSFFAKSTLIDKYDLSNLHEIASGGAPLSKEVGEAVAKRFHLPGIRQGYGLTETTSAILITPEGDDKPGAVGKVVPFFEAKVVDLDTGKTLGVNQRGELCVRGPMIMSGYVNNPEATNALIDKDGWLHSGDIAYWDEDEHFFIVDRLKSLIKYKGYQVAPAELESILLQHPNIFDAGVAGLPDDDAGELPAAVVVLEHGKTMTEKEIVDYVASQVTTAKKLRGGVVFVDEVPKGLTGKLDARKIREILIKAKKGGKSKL
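Purified P. pyralis luciferase (10nM final) with 10uM D-luciferin and 10uM ATP (Km levels) in 50mM Tris acetate pH 7.5, 10mM Mg acetate, 0.01% Tween-20, 0.05% BSA; qHTS 6-point titration, ~60 µM downward; luminescence read.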
* hit, by the source's call. Potency is the fitted concentration of half-maximal effect. These rows are one share of the data. The share of hits here may be higher or lower than overall.

For COc1ccc(NS(=O)(=O)c2ccc(NS(=O)(=O)c3ccc4c(c3)OCCO4)cc2)cc1 the results were FLuc modulator inconclusive.
`COc1ccc(CNC(=O)CN2C(=O)CSc3ccc(S(=O)(=O)N(C)C)cc32)cc1` gave FLuc modulator 0%.
For CCOC(=O)c1c(C)[nH]c(C)c1S(=O)(=O)N1CCCC(C(=O)N2CCN(c3ccccc3F)CC2)C1 (configuration not stated) the results were FLuc modulator -8%.
Cc1ccc2sc(N(Cc3cccnc3)C(=O)CCOc3ccccc3)nc2c1C was read as FLuc modulator 0%.
CCOC(=O)C1CCCN(CC(=O)Nc2cc(C)c3c(=O)oc4ccccc4c3n2)C1 (configuration not stated) was read as FLuc modulator -3%.
For CCc1ccc(C2CC(=O)Oc3c2c(=O)n(C)c2ccccc32)cc1 (configuration not stated) the results were FLuc modulator inconclusive.
For COc1ccc(Cl)cc1NC(=O)CSc1nc(-c2ccccc2)c2ccccc2n1 the results were FLuc modulator 4%.
Screening CC(C)c1ccc(NC(=O)c2ccc(F)c(S(=O)(=O)N3CCN(c4ccccc4F)CC3)c2)cc1 returned FLuc modulator -8%.
Cc1ccc(NC(=O)NCCc2c(C)nn(C)c2C)cc1Cl was read as FLuc modulator -10%.
Screening CCCCC1CCC(C(=O)N2CC(=O)Nc3ccc(Br)cc3C2c2ccc(F)cc2)CC1 (configuration not stated) returned FLuc modulator -5%.
For Cc1ccc(OCc2ccc(-c3nc(C#N)c(NCc4cccnc4)o3)o2)cc1 the results were FLuc modulator -16%.
For COc1cccc(CN2C(=O)c3ccccc3C2C(=O)NCCc2ccc(OC)c(OC)c2)c1 (configuration not stated) the results were FLuc modulator 3%.
For Cc1c2cnn(-c3ccccc3)c(=O)c2c(C)n1CCCC(=O)Nc1cc(F)ccc1F the results were FLuc modulator -6%.
`CCOC(=O)c1cccc(Nc2nc(C(=O)OCC)nc3ccccc23)c1` gave FLuc modulator 1%.
For CCc1ccc(S(=O)(=O)c2nnn3c2nc(Nc2cccc(C)c2C)c2sccc23)cc1 the results were FLuc modulator 2%.
Screening CCCNC(=O)c1cc2n(n1)CCCN(Cc1ccc(F)cc1)C2=O returned FLuc modulator 0%.
Screening COc1cccc(C(=O)Nc2cc3c(cc2C(=O)c2ccc(C)cc2)OCCO3)c1 returned FLuc modulator -7%.
COCCCn1c(=N)c(C(=O)NCc2cccnc2)cc2c(=O)n3cccc(C)c3nc21 was read as FLuc modulator -10%.
`Cc1ccc(NC(=O)c2oc3ccccc3c2NC(=O)c2cc3ccccc3o2)cc1` gave FLuc modulator inconclusive.
`CCOC(=O)C1CCN(C(=O)Cn2nc(CC)n3c(cc4sccc43)c2=O)CC1` gave FLuc modulator -11%.
For COc1ccc(S(=O)(=O)NCCc2sc(-c3cccnc3)nc2C)c(F)c1 the results were FLuc modulator -1%.
COc1cc(-c2cc(OC)c3c(C)oc(C)c3c(=O)c2)ccc1OC(=O)c1ccccc1F was read as FLuc modulator 5%.
Screening Cc1ccc(-c2noc(CSc3nnc(C)n3-c3ccc(C)cc3)n2)cc1 returned FLuc modulator -11%.
CCOC(=O)C(Cc1c[nH]c2ccccc12)NC(=O)COc1ccc(CC)cc1 (configuration not stated) was read as FLuc modulator -21%.
CCN1CCN(c2csc3ccc(C)cc3c2=O)CC1 was read as FLuc modulator 12µM*.
`COc1ccc(-c2nn3c(=O)cc(CN4CCN(C(=O)c5ccc(C(C)(C)C)cc5)CC4)nc3s2)cc1` gave FLuc modulator -17%.
`CCn1c2c(c(=O)n3ncc(C(=O)Nc4cccc(Cl)c4C)c13)CN(Cc1ccc(OC)cc1)CC2` gave FLuc modulator inconclusive.
COc1ccc(CNC(=O)CSc2nc(-c3ccc(OC)cc3)cc(C(F)(F)F)n2)cc1 was read as FLuc modulator 1%.
Screening O=C(Nc1cc(-c2nc3ccccc3o2)ccc1Cl)c1ccc(N2CCCCC2)c([N+](=O)[O-])c1 returned FLuc modulator inconclusive.
COCCNc1ccc(-c2nc(-c3cccc(C)c3)no2)cc1[N+](=O)[O-] was read as FLuc modulator inconclusive.
Screening CCOC(=O)C1CCC(CN(Cc2ccc(Cl)cc2)S(=O)(=O)c2cccc(Cl)c2C)CC1 (configuration not stated) returned FLuc modulator -2%.
COc1cc2nc(Nc3cccc(C)c3)nc(N)c2cc1OC was read as FLuc modulator 5.4µM*.
Cc1cc(C)cc(NC(=O)CCc2nnc3n(CC(C)C)c(=O)c4ccccc4n23)c1 was read as FLuc modulator -2%.
Screening COc1ccccc1-n1ncc2c(=O)[nH]c(SCC(=O)Nc3ccc(Cl)cc3)nc21 returned FLuc modulator inconclusive.
CCOC(=O)CSc1nc2c(sc3ccccc32)c(=O)n1CCO was read as FLuc modulator -9%.
COCCn1c(CNC(=O)c2ccccc2C)nc2cccnc21 was read as FLuc modulator -1%.
For CCOc1ccc(S(=O)(=O)NCC(c2ccco2)S(=O)(=O)c2ccc(F)cc2)cc1 (configuration not stated) the results were FLuc modulator -8%.
For COc1ccc(OCCn2cc(C(=O)c3ccco3)c3ccccc32)cc1 the results were FLuc modulator -4%.
For O=C(Nc1ccc(C(F)(F)F)cc1)c1cc(S(=O)(=O)NC2CCCCC2)ccc1F the results were FLuc modulator 5%.
For COc1cc(Cl)c(C)cc1NC(=O)Cn1cnc2sc(C)c(S(=O)(=O)N3CCCCC3)c2c1=O the results were FLuc modulator 3%.
For O=C(NCCCN1CCOCC1)c1ccc2c(c1)N(Cc1cccc(Cl)c1)C(=O)c1ccccc1S2 the results were FLuc modulator 0%.
Screening CCOc1ccc(NC(=O)N(Cc2cn(CC)c3ccccc23)C2CCCCCC2)cc1 returned FLuc modulator -14%.
Screening Cc1cccc(N2CCN(C(=O)c3cccc(-n4c(C)nc5cccnc54)c3)CC2)c1C returned FLuc modulator -4%.
Screening CC(C)c1ccc(Nc2c(-c3ccco3)nc3ccccn23)cc1 returned FLuc modulator 24µM*.
For COc1ccc(-c2nc(-c3ccccc3)c(-c3ccc(O)cc3)[nH]2)cc1 the results were FLuc modulator inconclusive.
Screening Cc1ccn2c(Nc3ccc4c(c3)OCCO4)c(-c3cccs3)nc2c1 returned FLuc modulator 9.5µM*.
Screening COc1ccc2c(c1)sc1ncc(C(=O)NCc3ccc(Cl)cc3)c(=O)n12 returned FLuc modulator 4%.
For CC(C)(C)CC(=O)Nc1nnc2n1CCS2 the results were FLuc modulator 0%.
For CCOC(=O)c1cc(-c2ccc(C)cc2)n(CCCC(=O)Nc2cc(C)ccc2C)c1 the results were FLuc modulator -5%.
`O=C(COc1ccccc1Cl)Nc1ccccc1OCc1cc(=O)n2ccccc2n1` gave FLuc modulator 19µM*.
COc1ccc(C(CNC(=O)c2oc3ccccc3c2C)N2CCCCC2)cc1 (configuration not stated) was read as FLuc modulator 6%.
For O=C(Nc1c(-c2ccc(F)cc2)nc2ccccn12)c1cccc(F)c1 the results were FLuc modulator -12%.
For Cc1cc(=O)n2nc(N(C)CC(=O)NCc3ccc(Cl)cc3)sc2n1 the results were FLuc modulator -5%.
Screening COCCNc1ncnc2c1c(-c1ccccc1)cn2-c1ccc(C)c(Cl)c1 returned FLuc modulator -13%.
Cc1cc2oc(C(=O)N(Cc3ccccc3)C3CCS(=O)(=O)C3)cc(=O)c2cc1C (configuration not stated) was read as FLuc modulator 2%.
Screening COc1ccc2c(c1)c1c(c(=O)n(-c3cccc(C)c3)c(=O)n1Cc1cccc(Cl)c1)n2C returned FLuc modulator -4%.
CCC1CCc2nc3sc(C(=O)Nc4ccc(F)c(F)c4)c(N)c3cc2C1 (configuration not stated) was read as FLuc modulator -3%.
For Cc1ccc2[nH]c3c(=O)n(CC(=O)N4CCCC(C)C4)ncc3c2c1 (configuration not stated) the results were FLuc modulator -2%.
Screening COc1cc(C)cc2oc(=O)c(CC(=O)NCCc3ccc(Cl)cc3)c(C)c12 returned FLuc modulator 6%.
CCc1ccccc1Nc1nc2ccccc2c2nncn12 was read as FLuc modulator -1%.
Screening CCCNC(=O)C1CCC(Cn2c(=O)c3sccc3n(Cc3ccccc3F)c2=O)CC1 (configuration not stated) returned FLuc modulator -1%.
For Cc1ccccc1CNC(=O)C(C)N(c1ccccc1)S(C)(=O)=O (configuration not stated) the results were FLuc modulator -1%.
Cc1cc(N2CCCCC2)nc2ccc(NC(=O)c3cccc(Cl)c3)cc12 was read as FLuc modulator -1%.
Screening CCCCNC(=O)C1CCN(S(=O)(=O)c2ccc3c(ccn3CC)c2)CC1 returned FLuc modulator 4%.
Screening CCc1cnc2c(c1SCc1cc(OC)cc(OC)c1)c(=O)n(C)c(=O)n2C returned FLuc modulator 5%.
`CCOc1ccc(C2CC(=O)Nc3c2c(=O)nc(SCc2ccccc2C)n3C)cc1OC` (configuration not stated) gave FLuc modulator -18%.
`CCOC(=O)c1cccc(NC(=O)c2nn(-c3ccc(OC)cc3)c(=O)c3c2c2ccccc2n3C)c1` gave FLuc modulator -4%.
For Cc1cccc(C(=O)NCCc2sc(-c3ccccc3)nc2C)c1 the results were FLuc modulator inconclusive.
For Cc1ccc(N2C(=O)CSC23C(=O)N(CC(=O)NCCc2ccccc2)c2ccccc23)cc1 (configuration not stated) the results were FLuc modulator -8%.
Screening Cc1ccccc1NC(=O)CSc1cn(CC(=O)N2CCCC2)c2ccccc12 returned FLuc modulator -7%.
CC(C)c1ccc(S(=O)(=O)c2nnn3c2nc(N2CCN(C)CC2)c2sccc23)cc1 was read as FLuc modulator 6%.
For O=C(NCc1cccc(Cl)c1)C1CCCN(c2nn3cc(-c4ccc(F)cc4)nc3s2)C1 (configuration not stated) the results were FLuc modulator 9.5µM*.
Screening COc1ccc(-c2nc3ccccc3n3c(-c4cccc(C)c4)c4c(=O)n(C)c(=O)n(C)c4c23)cc1 returned FLuc modulator -6%.
COc1cc(-c2cc3n(C)c(C)c(CCC(=O)NC4CCCCC4)c(=O)n3n2)cc(OC)c1OC was read as FLuc modulator -14%.
Screening O=C(NCCc1nc2ccccc2n1Cc1ccc(Cl)cc1)c1ccccc1 returned FLuc modulator -12%.
`Cc1cccc(N2CCN(S(=O)(=O)c3cc(C(=O)Nc4ccc(Oc5ccccc5)cc4)ccc3F)CC2)c1C` gave FLuc modulator 0%.
`COc1cc(OC)cc(C(=O)NCc2ccc3c(c2)CCN3C(=O)c2ccccc2)c1` gave FLuc modulator inconclusive.
For Cc1nnc2c3ccccc3nc(N3CCN(c4ccccc4)CC3)n12 the results were FLuc modulator -1%.
Cc1ccc(N2CC(c3nnc(Cc4ccc(Cl)cc4)o3)CC2=O)cc1 (configuration not stated) was read as FLuc modulator -9%.
COc1ccc(-c2nc3c4ccccc4n(CC(=O)Nc4cc(F)ccc4F)c(=O)n3n2)cc1 was read as FLuc modulator -19%.
Cc1cccc(C(=O)n2nc(-c3ccco3)nc2NCc2ccccc2)c1 was read as FLuc modulator -6%.
Screening Cc1c2cnn(CC(=O)NCC(C)c3ccccc3)c(=O)c2c(C)n1Cc1cccc(Cl)c1 (configuration not stated) returned FLuc modulator -2%.
Screening Cc1ccc(-c2nc(-c3cc4cccc(OCc5ccc(F)cc5)c4oc3=O)no2)cc1 returned FLuc modulator -4%.
`Cc1ccc(Cn2c(CNS(=O)(=O)c3ccc(C(C)(C)C)cc3)nc3cccnc32)cc1` gave FLuc modulator -8%.

Some of these compounds in order of formula weight, smallest number first:
For Cc1cccc(C(=O)NCCc2sc(-c3ccccc3)nc2C)c1 the results were FLuc modulator inconclusive.
For Cc1nnc2c3ccccc3nc(N3CCN(c4ccccc4)CC3)n12 the results were FLuc modulator -1%.
For Cc1ccccc1CNC(=O)C(C)N(c1ccccc1)S(C)(=O)=O (configuration not stated) the results were FLuc modulator -1%.
Cc1cccc(C(=O)n2nc(-c3ccco3)nc2NCc2ccccc2)c1 was read as FLuc modulator -6%.
Cc1ccc(N2CC(c3nnc(Cc4ccc(Cl)cc4)o3)CC2=O)cc1 (configuration not stated) was read as FLuc modulator -9%.
Screening CCCCNC(=O)C1CCN(S(=O)(=O)c2ccc3c(ccn3CC)c2)CC1 returned FLuc modulator 4%.
Screening CCc1cnc2c(c1SCc1cc(OC)cc(OC)c1)c(=O)n(C)c(=O)n2C returned FLuc modulator 5%.
Screening Cc1ccccc1NC(=O)CSc1cn(CC(=O)N2CCCC2)c2ccccc12 returned FLuc modulator -7%.
`COc1cc(OC)cc(C(=O)NCc2ccc3c(c2)CCN3C(=O)c2ccccc2)c1` gave FLuc modulator inconclusive.
Screening Cc1ccc(-c2nc(-c3cc4cccc(OCc5ccc(F)cc5)c4oc3=O)no2)cc1 returned FLuc modulator -4%.
`Cc1ccc(Cn2c(CNS(=O)(=O)c3ccc(C(C)(C)C)cc3)nc3cccnc32)cc1` gave FLuc modulator -8%.
COc1ccc(-c2nc3c4ccccc4n(CC(=O)Nc4cc(F)ccc4F)c(=O)n3n2)cc1 was read as FLuc modulator -19%.
Screening Cc1c2cnn(CC(=O)NCC(C)c3ccccc3)c(=O)c2c(C)n1Cc1cccc(Cl)c1 (configuration not stated) returned FLuc modulator -2%.
`CCOc1ccc(C2CC(=O)Nc3c2c(=O)nc(SCc2ccccc2C)n3C)cc1OC` (configuration not stated) gave FLuc modulator -18%.
For O=C(NCc1cccc(Cl)c1)C1CCCN(c2nn3cc(-c4ccc(F)cc4)nc3s2)C1 (configuration not stated) the results were FLuc modulator 9.5µM*.
For Cc1ccc(N2C(=O)CSC23C(=O)N(CC(=O)NCCc2ccccc2)c2ccccc23)cc1 (configuration not stated) the results were FLuc modulator -8%.
Screening COc1ccc(-c2nc3ccccc3n3c(-c4cccc(C)c4)c4c(=O)n(C)c(=O)n(C)c4c23)cc1 returned FLuc modulator -6%.
COc1cc(-c2cc3n(C)c(C)c(CCC(=O)NC4CCCCC4)c(=O)n3n2)cc(OC)c1OC was read as FLuc modulator -14%.
`CCOC(=O)c1cccc(NC(=O)c2nn(-c3ccc(OC)cc3)c(=O)c3c2c2ccccc2n3C)c1` gave FLuc modulator -4%.
`Cc1cccc(N2CCN(S(=O)(=O)c3cc(C(=O)Nc4ccc(Oc5ccccc5)cc4)ccc3F)CC2)c1C` gave FLuc modulator 0%.
